# Source: PubChem (National Center for Advancing Translational Sciences (NCATS))
# POLH inh – qHTS for Inhibitors of Polymerase Eta; DNA polymerase eta (Homo sapiens), Q9Y253; recombinant Pol eta, fluorescent DNA replication assay; Potency, µM (highest dose often 114 µM), inactives show top-dose activity change, negative = inhibition, usual class: inhibitors; actives 1.2% (n = 390,000); AID 588591, 2011; note: potency is the fitted concentration of half-maximal effect; % is set by controls: 0 for no effect and ±100 for the full control effect
#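 Pol eta (10 nM) was preincubated with compounds for 15 min at room temperature, after which fluorescent replication substrate (50 nM final) was added to start the reaction. Fluorescence was read kinetically at 0 and 10 min.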
# RXFP1 antag – qHTS Assay for Antagonists of the Relaxin Receptor RXFP1. activity change, negative = inhibition, % at 57.5 µM. Relaxin receptor 1 (Homo sapiens), Q9HBX9. HEK293-RXFP1, relaxin-stimulated cAMP HTRF, 30 min; active compounds read low. actives 0.59% (n = 350,000);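 active = activity change of -60% or lower, but not beyond a set lower limit; inconclusive = change between -60% and -40%, or beyond the set limit; inactive = change above -40%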; note: % is set by controls: 0 for no effect and ±100 for the full control effect
# BLM helicase inh – qHTS Assay for Inhibitors of Bloom's syndrome helicase (BLM); recombinant BLM DNA unwinding, fluorescence dequenching; AID 2528, 2010; RecQ-like DNA helicase BLM (Homo sapiens), P54132; Potency, µM (titrated, usually from 56.1 µM), inactives show at the highest dose activity change, negative = inhibition, usual class: inhibitors; actives 0.2% (n = 350,000);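 note: potency is the fitted concentration of half-maximal effect; plate controls were vehicle for no effect and no enzyme for full effect; nearly all actives have a fitted effect of over 35% in size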
# POLK inh – qHTS for Inhibitors of Polymerase Kappa; Potency, µM (titrated, usually from 107 µM), for inactives: at the highest dose activity, negative = inhibition, hits mostly inhibitors; purified Pol kappa, fluorescent DNA synthesis assay, 10 min; AID 588579, 2011; actives 0.53% (n = 400,000); DNA polymerase kappa (Homo sapiens), Q9UBT6; note: potency is the fitted concentration of half-maximal effect; % is set by controls: 0 for no effect and ±100 for the full control effect
#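 Kinetic fluorescence screen: compound preincubated 15 min RT with 10 nM enzyme; 50 nM substrate (final) initiates; reads at 0/10 min.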
# Tb PGK inh – qHTS Assay to Find Inhibitors of Phosphoglycerate Kinase. Phosphoglycerate kinase, glycosomal (Trypanosoma brucei brucei), P07378. PGK/GAPDH coupled, Kinase-Glo luminescence, 60 min. Potency, µM (titrated, usually from 57.5 µM), inactives show top-dose activity change, negative = inhibition, usual class: inhibitors. actives 0.043% (n = 380,000); note: potency is the fitted concentration of half-maximal effect; % is set by controls: 0 for no effect and ±100 for the full control effect; nearly all actives have a fitted effect of over 60% in size
#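 Luminescent ATP detection (Kinase-Glo Plus) follows a 60-minute room-temperature incubation, with wells lacking PGK as controls. Buffer: 100 mM TEA (pH 7.6), 5 mM MgCl2, 0.01% Tween-20. Coupling enzyme GAPDH (100 nM final) supplies unstable 1,3-BPG in-well.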
# APEX1 inh – qHTS Assay for Inhibitors of the Human Apurinic/apyrimidinic Endonuclease 1 (APE1). DNA repair nuclease/redox regulator APEX1 (Homo sapiens), P27695. recombinant APE1, TAMRA/BHQ-2 abasic DNA cleavage fluorescence. Potency, µM (series often up to 65.8 µM), for inactives: at the highest dose activity change, negative = inhibition, hits mostly inhibitors. actives 0.35% (n = 350,000). AID 2517, 2012;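 note: potency is the fitted concentration of half-maximal effect; plate controls were vehicle for no effect and reference inhibitor for full effect; nearly all actives have a fitted effect of over 55% in size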
#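 Quantitative HTS: incision of a TAMRA/BHQ-2 double-stranded substrate bearing a tetrahydrofuran abasic site by 0.75 nM APE1 raises fluorescence. Substrate 50 nM final, added after 15 min compound preincubation at room temperature; progress as third-minus-first kinetic read difference.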
# Apoferritin bind – qHTS Assay for Identification of Novel General Anesthetics; Ferritin light chain (Equus caballus), P02791; apoferritin/1-aminoanthracene competitive binding, fluorescence; Potency, µM (titrated, usually from 77.5 µM), inactives show top-dose activity change, negative = displacement, usual class: inhibitors; actives 0.074% (n = 350,000); note: potency is the fitted concentration of half-maximal effect; % is set by controls: 0 for no effect and ±100 for the full control effect; nearly all actives have a fitted effect of over 20% in size
# Target sequence (P02791 2-175 limits assumed): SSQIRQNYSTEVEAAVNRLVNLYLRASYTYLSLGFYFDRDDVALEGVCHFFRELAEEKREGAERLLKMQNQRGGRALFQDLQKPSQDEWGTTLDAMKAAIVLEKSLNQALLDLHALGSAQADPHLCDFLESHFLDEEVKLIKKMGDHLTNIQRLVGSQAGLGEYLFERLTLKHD
#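 10 uM apoferritin + 50% sat. 1-AMA, PBS; cpd 10 min RT; Ex380/Em535 endpoint; normalized to free probe vs complex; 4-param Hill fit; propofol titration as pos. ctrl.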
# POLB inh – qHTS Assay for Inhibitors of DNA Polymerase Beta. P06746. Pol beta primer extension/strand displacement, fluorescence kinetic. Potency, µM (top dose mostly 114 µM), for the others: at the highest dose activity change, negative = inhibition, most hits filed as inhibitors. actives 1.3% (n = 340,000); note: potency is the fitted concentration of half-maximal effect; % is set by controls: 0 for no effect and ±100 for the full control effect
#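 Curves were derived by four-parameter Hill fits of normalized qHTS data. The kinetic fluorescent primer-extension read was taken at 0 and 10 min after 50 nM substrate, following a 15 min room-temperature preincubation of 10 nM enzyme with compounds.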
# Pol iota inh – qHTS for Inhibitors of Polymerase Iota; DNA polymerase iota (Homo sapiens), Q9UNA4; Pol iota fluorescent replication assay, 10 min; Potency, µM (series often up to 115 µM), for the others: top-dose activity, negative = inhibition, usual class: inhibitors; actives 1% (n = 390,000); AID 588590, 2011; note: potency is the fitted concentration of half-maximal effect
# Target sequence (Q9UNA4 whole entry, looked up): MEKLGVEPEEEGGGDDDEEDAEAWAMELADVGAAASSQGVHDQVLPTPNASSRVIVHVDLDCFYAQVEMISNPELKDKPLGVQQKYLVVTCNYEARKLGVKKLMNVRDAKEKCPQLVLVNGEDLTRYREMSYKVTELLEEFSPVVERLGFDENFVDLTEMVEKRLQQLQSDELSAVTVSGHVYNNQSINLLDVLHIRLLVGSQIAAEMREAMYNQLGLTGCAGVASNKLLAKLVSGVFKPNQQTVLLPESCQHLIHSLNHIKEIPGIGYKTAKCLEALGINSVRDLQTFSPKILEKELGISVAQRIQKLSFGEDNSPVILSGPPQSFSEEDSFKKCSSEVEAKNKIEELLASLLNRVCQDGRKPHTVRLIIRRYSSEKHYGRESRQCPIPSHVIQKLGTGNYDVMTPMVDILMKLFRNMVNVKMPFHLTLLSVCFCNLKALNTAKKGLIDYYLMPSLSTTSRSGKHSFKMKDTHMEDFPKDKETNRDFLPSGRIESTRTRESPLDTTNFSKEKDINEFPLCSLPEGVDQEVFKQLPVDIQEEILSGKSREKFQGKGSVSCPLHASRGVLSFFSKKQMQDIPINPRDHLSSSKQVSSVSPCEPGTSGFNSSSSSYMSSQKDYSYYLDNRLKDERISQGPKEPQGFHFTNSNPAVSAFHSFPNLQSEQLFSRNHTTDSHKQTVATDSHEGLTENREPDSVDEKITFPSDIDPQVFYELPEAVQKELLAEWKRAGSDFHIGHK
#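 Fluorescent replication assay read twice, at 0 min and 10 min after adding 50 nM (final) substrate. Enzyme (10 nM) and compounds were first incubated 15 min at room temperature; enzyme-free buffer wells were negative controls.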
# * marks the source's active call; other numbers are inactive results; i = inactive; ? = inconclusive; nt = not tested or not shown; [ ] = another dose, or the depositor's remark. Unless noted, calls come from the whole dose curve; as a rule, active = well fitted curve in the direction sought with a large enough effect; inconclusive = small, poorly fitted or top-dose-only effect, or another doubt; inactive = no such curve, though single readings can be large; an effect the other way counts as inactive or inconclusive.
SMILES,POLH inh,RXFP1 antag,BLM helicase inh,POLK inh,Tb PGK inh,APEX1 inh,Apoferritin bind,POLB inh,Pol iota inh
COC(=O)C1=CN(Cc2ccc(OC)cc2)C=C(C(=O)OC)C1c1ccsc1,-21%,-4,-10%,-3%,-3%,13%,214%[activator],26%,33%[activator]
O=C(O)c1ccccc1NS(=O)(=O)c1ccc(NNC(=S)Nc2ccc(OC(F)F)cc2)c([N+](=O)[O-])c1,25µM*,-22,-12%,?,-23%,13%,-17%,89µM*,?
O=C(Nc1nccs1)c1cccnc1Cl,-9%,5,-3%,-13%,nt,15%,-1%,3%,-25%
CCN(CC)CCOc1cc2c(nn1)Oc1ccccc1N2C,-7%,-2,-13%,-7%,nt,-7%,73%[activator],31%,?
CCOc1cc(-c2nnc(-c3ccco3)o2)cc(OCC)c1OCC,-4%,-4,-8%,-9%,0%,21%,4%,8%,27%
O=C(NCCc1nc2ccccc2n1CCOc1ccc(Cl)cc1)C1CCCCC1,nt,nt,-8%,6%,nt,nt,132%[activator],-18%,-3%
CCNC(=O)N(C)C[C@H]1N[C@@](CC)(C(=O)OC)[C@H]2C(=O)N(Cc3ccccc3)C(=O)[C@@H]12,-9%,nt,nt,10%,i,0%,nt,nt,?
COc1cc(/C=C2\SC(=S)N(CC(=O)Nc3ccccn3)C2=O)cc(OC)c1OC,-10%,-27,-7%,-4%,0%,-3%,-6%,6%,-2%
CSC1=Nc2sc3c(c2C2=NCCN12)CC(C)(C)OC3,-21%,5,nt,3%,7%,nt,nt,nt,32%[activator]
Cc1ccc(CN2C(=O)c3ccccc3NC23CCN(Cc2ccccc2)CC3)cc1,-22%,5,-16%,-8%,i,-1%,3%,2%,156%[activator]
COc1ccc(NC(=O)CN2C(=O)CC(C)S(=O)(=O)c3ccccc32)cc1 (stereo not drawn),3%,6,-1%,10%,-7%,-20%,-2%,5%,48%[activator]
Cc1ccc(-c2cc(-c3ccccc3Cl)c(C#N)c(N)n2)o1,4%,-12,-13%,1%,-2%,-7%,3%,-5%,?
CCC(C)NC(=O)CCCn1c(=O)c2cccn2c2ccccc21 (stereo not drawn),-26%,-3,-2%,-2%,7%,nt,?,?,25%
CCC(Oc1ccc(C)cc1)C(=O)Nc1ccc2c(c1)n(C)c(=O)n2C (stereo not drawn),-12%,3,-5%,-3%,-2%,5%,-10%,10%,174%[activator]
CC1Cc2ccccc2N1C(=O)CSc1nc2c(c(=O)n(C)c(=O)n2C)n1Cc1ccc(F)cc1 (stereo not drawn),-11%,nt,nt,-2%,-10%,nt,nt,nt,-5%
Cc1ccc(C2CC(=O)C=C(NCC(C)C)C2)cc1 (stereo not drawn),-9%,15,1%,1%,21%,3%,-5%,-9%,20%
CC(=O)CC(=O)Nc1ccc(Nc2ccccc2)cc1,-6%,-16,1%,-23%,2%,-1%,-7%,13%,20%
COc1ccc(CCNC(=O)COC(=O)/C=C/c2ccc(OCC#N)c(OC)c2)cc1OC,-11%,3,0%,-11%,i,12%,8%,43%,14%
Cc1ccc(CCNC(=O)c2cc3c(=O)n(C)c4ccccc4c3n2C)cc1,-13%,nt,-1%,-15%,-1%,nt,-8%,0%,11%
CSc1ncccc1C(=O)OCC(=O)c1ccccc1Br,-8%,1,-3%,-17%,i,-4%,?,-17%,11%

# Three compounds out of the list, sorted by molecular weight, largest number first:
SMILES,POLH inh,RXFP1 antag,BLM helicase inh,POLK inh,Tb PGK inh,APEX1 inh,Apoferritin bind,POLB inh,Pol iota inh
CSC1=Nc2sc3c(c2C2=NCCN12)CC(C)(C)OC3,-21%,5,nt,3%,7%,nt,nt,nt,32%[activator]
CC(=O)CC(=O)Nc1ccc(Nc2ccccc2)cc1,-6%,-16,1%,-23%,2%,-1%,-7%,13%,20%
O=C(Nc1nccs1)c1cccnc1Cl,-9%,5,-3%,-13%,nt,15%,-1%,3%,-25%

# Remaining list, next part
SMILES,POLH inh,RXFP1 antag,BLM helicase inh,POLK inh,Tb PGK inh,APEX1 inh,Apoferritin bind,POLB inh,Pol iota inh
COc1ccc(/C=N/N2C(=O)CSC2=S)cc1,-4%,34,-4%,-14%,-6%[11.5 µM],-1%,-15%,-13%,?
CCN(C(=O)C1CCCN(c2ncnc3c2nc2n3CCCCC2)C1)c1cccc(C)c1 (stereo not drawn),-3%,-15,-2%,0%,-6%,nt,-3%,1%,-8%
CN1C(=O)CCC1(O)c1ccccc1 (stereo not drawn),3%,8,-3%,-21%,-6%,-2%,-5%,-21%,8%
COCCCn1c(C)cc(C(=O)COC(=O)C23CC4CC(CC(O)(C4)C2)C3)c1C,-24%,-5,nt,-20%,-1%,0%,nt,nt,30%[activator]
CC(C)c1cc(NC(=O)C(C)(C)C)cc(C(C)C)c1O,5%,-7,-3%,-1%,-9%,9%,-11%,5%,3%
COc1ccc(OC)c(-n2nnnc2SCC(=O)Nc2ccc3c(c2)OCCO3)c1,13%,-7,-7%,-7%,-10%,-3%,-7%,6%,2%
Cc1cccc(C(=O)OCC(=O)NCCCc2ccccc2)c1O,1%,-7,0%,-11%,6%,15%,-3%,-7%,9%
CNC(=S)NNC(=O)c1cccc(C(F)(F)F)c1,2%,23,-2%,-6%,-2%,0%,20%,11%,22%
CCOC(=O)c1sc2nc(C)nc(SCC(=O)N(CC)C3CCS(=O)(=O)C3)c2c1C (stereo not drawn),-8%,-6,-3%,9%[60.1 µM],-5%,-8%,-8%,33%,-15%
CCOCCCN1C(=O)CN(C2CCC(C)CC2)C(=O)C1c1ccc(C)cc1 (stereo not drawn),6%,0,-1%,-5%,1%,-3%,-4%,4%,57%[activator]
O=C1C2C3C=CC(C3)C2C(=O)N1CCC(=O)N1CCc2ccccc21 (stereo not drawn),-1%,-11,-10%,-5%,2%,-2%,5%,2%,9%[58.9 µM]
CCOC(=O)Cc1csc(NS(=O)(=O)Cc2ccccc2)n1,-7%,2,2%,0%,-8%,1%,-4%,-7%,10%
CC(=O)c1cccc(S(=O)(=O)Nc2cccnc2)c1,5%,14,-3%,-9%,-5%,37%,4%,7%,12%
COc1cc(Cl)c(C)cc1NC(=O)CCc1nc2cccnc2n1Cc1cccs1,-10%,-9,-13%,-7%,i,nt,57%,?,-5%
CC(=O)c1oc2ccccc2c1NC(=O)CCCN1C(=O)c2ccccc2C1=O,-6%,-1,0%,-7%,2%,0%,-1%,19%,12%
O=C(NCc1ccc(F)cc1)Nc1ccc(Cl)cc1,-7%,-13,-2%,-18%,-7%,3%,-5%,-7%,90%[activator]
CC(C)(C)c1cc(C(C)(C)C)n(-c2ccccc2)n1,-19%,-13,1%,3%,-6%,11%,-9%,35%,15%
CC(C)Oc1ccc(CNC(=O)CN2C(=O)c3cccnc3Oc3ccc(Cl)cc32)cc1,-17%,-25,-4%,-23%,4%,nt,?,1%,7%
COc1cc(/C=C(\C#N)C(=O)NCc2ccccc2)ccc1OCc1ccc(C(=O)O)cc1,-23%,-20,-6%,-1%,-4%,2%,-11%,15%,-17%
CN(CC(=O)N1CCN(Cc2ccccc2)CC1)C(=O)Cc1ccc(Cl)c(Cl)c1,-18%,7,nt,1%,-9%,8%,nt,nt,-13%
CCOC(=O)c1cn(CC(=O)Nc2ccc(CC)cc2)nn1,-7%,-8,-4%,-6%,i,9%,-4%,4%,-22%
CC(C)(C)OC(=O)N1CCC(C(=O)N2CCOCC2)CC1,-12%,-13,-2%,1%,i,-1%,-5%,30%,0%
COc1cccc(CNC(=O)C(CCSC)NS(=O)(=O)c2ccc3c(c2)oc(=O)n3C)c1 (stereo not drawn),-13%,-6,-3%,1%,-1%,0%,-8%,16%,-5%
O=C(NC12CC3CC(CC(C3)C1)C2)N1CCN(c2nc(-c3ccccc3)cs2)CC1,-20%,-4,-2%,2%,-9%,1%,-14%,6%,-4%
CCCCn1c(N)c(N(CCC(C)C)C(=O)c2ccc([N+](=O)[O-])s2)c(=O)[nH]c1=O,-2%,7,nt,-8%,3%,-4%,nt,nt,?
CCCCn1c2c(cc(C(=O)OC)c1=O)C(=O)CCC2,-20%,nt,nt,-12%,10%,nt,nt,nt,25%
COc1ccc(-c2[nH]c(-c3ccc(F)cc3)nc2SCC(=O)Nc2ccc(OC)c(OC)c2)cc1,-20%,-26,-7%,-16%,-4%,nt,-16%,-17%,-8%
CCc1cccc(NC(=O)CCc2c(C)nn(-c3ccc(N4CCOCC4)nn3)c2C)c1,-7%,-6,1%,-3%,0%,31%,-9%,41%,-11%
CN1C(=O)C2(c3ccccc31)c1c(oc3ccccc3c1=O)C(=O)N2CCCO (stereo not drawn),-7%,-6,-4%,-1%,-5%,-1%,-5%,-2%,194%[activator]
COc1ccccc1NC(=O)COC(=O)Cc1cccs1,-19%,-5,0%,3%,8%,2%,-12%,1%,51%[activator]
Cc1nn(C)cc1/C=N/NC(=O)C1(O)c2ccccc2-c2ccccc21,-6%,-2,1%,-15%,-4%,1%,-3%,13%,5%
CC(C)NC(=O)C1CCN(Cc2cccc(Oc3ccccc3)c2)CC1,-15%,7,-1%,-23%,-2%,-9%,-7%,-28%,-9%
CCN(C(=O)COC(=O)c1cc([N+](=O)[O-])ccc1N1CCOCC1)c1ccccc1,-15%,2,nt,5%,i,45%,nt,nt,-1%
O=C(NCc1cccc(F)c1)C1CCN(S(=O)(=O)Cc2ccccc2)CC1,2%,11,0%,-11%,-2%,-1%,-5%,-8%,3%

# An excerpt; count on the stated rates, not on these rows.
